SRC2 inh: inhibition of GAL4-SRC2 driven luciferase reporter, primary screen, SRC2 inhibitor project, cell-based, luminescence. actives 0.17% (n = 370,000). inhibition, % at 9 µM. AID 651957, 2012. HEK293 GAL4-SRC2 luciferase reporter. Nuclear receptor coactivator 2 (Homo sapiens), Q15596;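 active = inhibition above the mean inhibition of all tested compounds plus 3 SD, set per campaign, cut at about 52% in these data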;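 note: 0% = DMSO treated cells and 100% = cells given Gossypol at 36 µM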
Target sequence (Q15596 whole entry, looked up, the tested form may be a part): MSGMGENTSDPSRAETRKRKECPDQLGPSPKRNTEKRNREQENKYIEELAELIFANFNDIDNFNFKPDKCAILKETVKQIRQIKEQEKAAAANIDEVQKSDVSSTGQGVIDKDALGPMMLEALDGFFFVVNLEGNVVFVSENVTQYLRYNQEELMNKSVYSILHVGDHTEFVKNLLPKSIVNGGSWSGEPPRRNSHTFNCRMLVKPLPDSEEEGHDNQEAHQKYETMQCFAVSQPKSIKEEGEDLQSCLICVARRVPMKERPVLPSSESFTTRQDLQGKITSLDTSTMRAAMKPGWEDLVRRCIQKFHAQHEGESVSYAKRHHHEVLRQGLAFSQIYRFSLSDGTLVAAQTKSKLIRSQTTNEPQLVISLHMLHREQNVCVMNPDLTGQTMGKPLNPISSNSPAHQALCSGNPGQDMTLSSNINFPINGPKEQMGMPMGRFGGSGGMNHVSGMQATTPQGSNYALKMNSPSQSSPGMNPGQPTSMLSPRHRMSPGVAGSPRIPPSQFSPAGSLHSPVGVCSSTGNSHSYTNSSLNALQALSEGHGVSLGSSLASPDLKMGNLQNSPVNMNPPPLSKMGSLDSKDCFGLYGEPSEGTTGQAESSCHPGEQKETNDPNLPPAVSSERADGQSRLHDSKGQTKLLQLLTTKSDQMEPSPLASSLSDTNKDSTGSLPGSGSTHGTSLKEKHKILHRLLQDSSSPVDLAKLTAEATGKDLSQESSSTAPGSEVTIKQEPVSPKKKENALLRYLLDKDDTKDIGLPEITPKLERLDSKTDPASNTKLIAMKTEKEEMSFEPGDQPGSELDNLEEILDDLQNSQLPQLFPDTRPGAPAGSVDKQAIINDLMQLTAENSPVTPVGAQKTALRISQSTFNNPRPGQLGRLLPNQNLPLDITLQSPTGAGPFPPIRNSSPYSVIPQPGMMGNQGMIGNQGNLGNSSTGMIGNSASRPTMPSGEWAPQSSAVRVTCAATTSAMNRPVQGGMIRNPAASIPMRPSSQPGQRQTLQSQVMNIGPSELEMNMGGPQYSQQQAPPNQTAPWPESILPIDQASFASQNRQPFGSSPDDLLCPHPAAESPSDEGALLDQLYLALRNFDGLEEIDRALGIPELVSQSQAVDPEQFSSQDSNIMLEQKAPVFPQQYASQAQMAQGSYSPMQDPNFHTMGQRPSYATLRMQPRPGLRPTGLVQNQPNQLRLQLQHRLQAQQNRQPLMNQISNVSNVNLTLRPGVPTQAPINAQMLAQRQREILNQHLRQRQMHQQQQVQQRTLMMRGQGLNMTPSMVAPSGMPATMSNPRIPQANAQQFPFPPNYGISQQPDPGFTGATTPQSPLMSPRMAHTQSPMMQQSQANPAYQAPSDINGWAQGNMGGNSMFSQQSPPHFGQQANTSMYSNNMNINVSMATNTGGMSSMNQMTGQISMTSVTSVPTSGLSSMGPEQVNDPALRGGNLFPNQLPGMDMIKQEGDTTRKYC
NCOA1 inh: SRC1 coactivator transcriptional activity inhibitors, primary screen, cell-based, luminescence | Nuclear receptor coactivator 1 (Homo sapiens), Q15788 | HEK293 GAL4-SRC1 luciferase reporter | inhibition, % at 3.6 µM | actives 0.12% (n = 360,000) | AID 588354, 2011;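 active = inhibition above the campaign mean plus 3 SD, with each screening campaign given its own cutoff, cut at about 60% in these data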;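 note: 0% = DMSO treated cells and 100% = gossypol at 36 µM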
C8 TRAIL sens: viability loss with TRAIL in NB7+C8 cells, primary screen, TRAIL sensitizer project, cell-based, ATPlite luminescence; actives 1% (n = 360,000); inhibition (viability loss, TRAIL sensitization), % at 10 µM; AID 624354, 2012;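 active = compounds causing at least 50% loss of cell viability in the single-dose screen, relative to plate controls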
EBV LMP1 NFkB: EBV LMP1-driven NF-kappaB luciferase reporter inhibitors, primary screen, cell-based, luminescence, single point; inhibition, % at 12.5 µM; actives 0.69% (n = 350,000); AID 504558, 2011; LMP1-induced NF-kappaB luciferase reporter cells; in the data active = inhibition above about 41%;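 note: 0% = neutral control wells and 100% = reference inhibitor control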
NCOA3 inh: SRC3 coactivator transcriptional activity inhibitors, primary screen, cell-based, luminescence; HEK293 GAL4-SRC3 luciferase reporter; AID 588352, 2011; Nuclear receptor coactivator 3 (Homo sapiens), Q9Y6Q9; inhibition, % at 3.6 µM; actives 0.17% (n = 360,000);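 active = inhibition above a per-campaign cutoff, the mean of all compounds plus 3 SD, cut at about 60% in these data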;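 note: 0% = DMSO-treated cells and 100% = gossypol-treated cells at 36 µM; higher means less SRC3-driven luciferase light from the GAL4 reporter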
TLR9-MyD88 block: inhibitors of TLR9-MyD88 association in cells, primary screen, cell-based, CHO, BLA complementation, fluorescence; Toll-like receptor 9 (Homo sapiens) + Myeloid differentiation primary response protein …; CCF4 FRET ratio; inhibition, % at 4.98 µM; actives 0.21% (n = 340,000); AID 504734, 2011;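 active = inhibition above the mean over all tested compounds plus 3 SD, cut at about 21% in these data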;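 note: 0% = DMSO only wells and 100% = clavulanate BLA inhibitor control wells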
COUP-TFII inh: NR2F2 transcriptional activity inhibitors, primary screen, cell-based, luciferase reporter, HEK293T, luminescence; COUP transcription factor 2 (Homo sapiens), P24468; AID 686940, 2013; inhibition, % at 8.6 µM; HEK293T NGFI-A luciferase reporter; actives 0.7% (n = 370,000);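 active = inhibition above a per-plate cutoff, mean inhibition of test wells between control levels plus 3 SD, cut at about 38% in these data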;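 note: cells cotransfected with COUP-TFII expression vector driving the NGFI-A reporter; 0% = median of COUP-TF2 test wells and 100% = reporter-only cells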
LRH-1 inv ag: LRH-1 (NR5A2) inverse agonists, primary screen, cell-based, luminescence, HEK293T, StAR-luciferase reporter; Nuclear receptor subfamily 5 group A member 2 (Homo sapiens), O00482; LRH-1 transfected, 24 h; inhibition, % at 3.6 µM; actives 0.13% (n = 360,000);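 active = inhibition above the mean inhibition of all tested compounds plus 3 SD, cut at about 73% in these data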;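 note: 0% = DMSO wells and 100% = reporter-only cells lacking LRH-1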
Vif imaging: HIV Vif self-association inhibitors, primary screen, imaging, HEK293T, single point | HEK293T cells, Vif self-association by quenched fluorescence, 24 h | actives 0.35% (n = 340,000) | inhibition, % at 7.49 µM; in the data active = inhibition above about 50%, passing the limit was not always enough; note: some results filed as inactive read as strong as hits
NOD2 RIPK2 PPI: NOD2-RIPK2 binding disruptors in cells, primary screen, fluorescence, CHO cells, BLA complementation; CCF4 ratio; inhibition, % at 4.98 µM; actives 0.38% (n = 360,000); in the data active = inhibition above about 21%;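 note: 0% = vehicle only and 100% = reference blocker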
TROY signal inh: inhibitors of TROY-driven NF-kB signaling, primary screen, Q293 LMP1-TROYcd cells, NF-kB luciferase, uHTS. Q293 LMP1-TROYcd NF-kB luciferase reporter, 4 h. inhibition, % at 10 µM. actives 0.98% (n = 360,000). AID 1347056, 2019;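 active = compounds whose plate-normalised and pattern-corrected inhibition of the luciferase reporter signal at the single screening dose is 50% or more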
Starred values were filed as active, the others as inactive; nt = not tested or not shown.

SMILES | SRC2 inh | NCOA1 inh | C8 TRAIL sens | EBV LMP1 NFkB | NCOA3 inh | TLR9-MyD88 block | COUP-TFII inh | LRH-1 inv ag | Vif imaging | NOD2 RIPK2 PPI | TROY signal inh
Cn1nc(-c2ccccc2)c(/C=N/O)c1Cl | 3 | 15 | -9 | 1 | 23 | -10 | -5 | 8 | 13 | -6 | -4
O=C(c1cccc(F)c1)N1CCN(Cc2cccc(Br)c2)CC1 | 20 | -6 | 7 | 17 | 4 | 5 | -9 | -8 | -2 | -2 | -6
COCCCNC(=O)c1cc(S(=O)(=O)N2CCC3(CC2)OCCO3)ccc1F | -29 | -2 | -1 | 0 | 4 | -8 | -18 | -4 | -3 | 3 | 4
Cc1ccc(C)c(NCCCCC(=O)O)c1 | -1 | 0 | -9 | nt | 6 | nt | 10 | 3 | 3 | -4 | 3
CC1CC(C)CN(S(=O)(=O)N2CCCC(C(=O)NCCc3ccc(Cl)cc3)C2)C1 (stereo not drawn) | -5 | 10 | 9 | -3 | -2 | -10 | 1 | -7 | -9 | -6 | 10
CC1CCCCN1S(=O)(=O)c1ccccc1[N+](=O)[O-] (stereo not drawn) | 17 | -11 | -7 | -15 | -1 | 3 | 10 | 6 | -13 | 1 | 14
Cc1ccc(C)[n+](CC(=O)c2ccc(-c3ccccc3)cc2)c1 | -6 | 4 | 4 | 0 | 10 | -4 | 1 | 18 | 4 | -4 | 6
COc1ccc(NC(=O)CCC(=O)c2ccc(-c3ccccc3)cc2)cc1 | 10 | -9 | -1 | 3 | 6 | -10 | -16 | 2 | -6 | -8 | 9
CCOC(=O)c1ccccc1Oc1c(F)c(F)nc(NCCO)c1F | -2 | 0 | -16 | -13 | 6 | -9 | 10 | 15 | -3 | -8 | 8
COCc1nc2ccccc2n1Cc1ccccc1 | -19 | -1 | -10 | -5 | -8 | -5 | -11 | -40 | 4 | -6 | -9
Cn1c(SCC(=O)c2ccccc2)nnc1-c1cccnc1 | -23 | -10 | 10 | -10 | -10 | -9 | -15 | -17 | -19 | -8 | -5
CN(C)CCCN(C(=O)c1ccco1)c1nc2ccc(F)cc2s1 | -14 | -58 | -13 | -1 | -4 | -6 | -24 | -35 | 10 | 7 | -18
CN(C)CCn1cnc2c1c(=O)n(C)c(=O)n2C | 3 | 8 | -13 | -8 | -5 | 0 | -1 | -9 | 1 | -3 | 1
CC1=C(C(=O)Nc2ccccc2F)C(c2cccs2)NC(=S)N1 (stereo not drawn) | 3 | 2 | 1 | -11 | 13 | 4 | -5 | 21 | 2 | 6 | 13
CCn1c(=O)c(CCC(=O)NCCN2CCOCC2)c(C)c2c(C)nn(-c3ccccc3)c21 | -29 | 5 | 11 | 4 | 5 | 2 | -4 | 12 | -4 | -7 | -18
CC(=O)c1ccccc1C(=O)N1CCCC(C(=O)c2ccc(C(F)(F)F)cc2)C1 (stereo not drawn) | -22 | -23 | -8 | -6 | -34 | -10 | -3 | -38 | 4 | -8 | -23
COc1ccc(NC(=O)C(F)(OC)C(F)(F)F)c(OC)c1 (stereo not drawn) | -1 | -7 | -16 | -5 | 11 | 4 | 4 | 3 | 0 | -13 | -8
CCOc1ccc(S(=O)(=O)Nc2ccccn2)c2ccccc12 | 6 | -15 | 5 | -1 | 6 | -1 | -13 | 4 | 17 | 10 | 3
O=C(O)C1C2CCC(C2)C1C(=O)NCc1ccco1 (stereo not drawn) | -18 | -2 | -13 | 0 | 7 | 1 | 8 | -5 | -5 | -3 | nt
Cc1ccccc1C1CCCN(C(=O)c2cc(COc3c(F)cccc3F)on2)C1 (stereo not drawn) | 3 | -11 | -2 | -6 | 6 | -7 | -3 | -12 | -3 | -5 | 1
COC(=O)c1ccc(NC(=O)CN2CCN(c3ccccc3C)CC2)cc1 | -9 | 0 | -5 | 2 | -2 | 3 | -6 | 2 | -4 | 3 | 5
COc1ccc(OCC(=O)OCC(=O)c2ccc(OC)c(F)c2)cc1 | 16 | -9 | -9 | 2 | -12 | -3 | 9 | -6 | -18 | -10 | 2
Cc1ccc(OCCn2cnc3ccccc3c2=O)c([N+](=O)[O-])c1 | -54 | -102 | 10 | -22 | -65 | 0 | -56 | -107 | nt | -4 | -81
CC1(C)CC(=O)C=C(c2cccc(Cl)c2O)C1 | 3 | 2 | -13 | -3 | 15 | -1 | -7 | 0 | -3 | 8 | 0
N=C1C(c2nc(-c3ccc(Cl)cc3)cs2)=C(O)CN1CCCN1CCOCC1 | 13 | -17 | 11 | 6 | -10 | 2 | -3 | 0 | -8 | 6 | 1
COc1cc(OC)cc(C(=O)OCC(=O)Nc2ccc(F)cc2F)c1 | -21 | 12 | 13 | 5 | 2 | 2 | 15 | 9 | -3 | -3 | -1
Cc1cc(C)cc(NC(=O)c2ccc(CNc3c(N4CCCC4)c(=O)c3=O)cc2)c1 | 5 | -11 | 3 | 13 | 1 | -1 | 3 | -4 | 0 | 4 | 15
O=C(Nc1cccnc1Cl)C1c2ccccc2Oc2ccccc21 | -2 | -2 | 6 | 1 | -1 | 4 | 15 | -4 | 6 | -5 | -6
Fc1ccc(NC(=S)NN=Cc2ccccc2Cl)cc1 | -5 | -36 | 11 | -7 | -42 | -8 | -33 | -91 | 4 | -4 | -34
CCOCCCNC(=O)CN1C(=O)CSc2ccccc21 | -11 | 10 | -6 | -20 | 10 | 11 | 12 | -2 | -5 | -9 | 1
CCn1nc(C)cc1C(=O)N1CCCC(Nc2ccc(C(C)C)cc2)C1 (stereo not drawn) | 21 | -9 | 2 | 2 | 3 | 11 | -9 | -3 | nt | -6 | 0
CCOc1ncccc1C(=O)Nc1ccc(S(=O)(=O)N2CCCC2)cc1 | -5 | -5 | 10 | -1 | 9 | 1 | -1 | -5 | -4 | -9 | -10
O=C(NC1CCN(C(=S)Nc2ccc(Cl)cc2)CC1)C1CCCCC1 | 7 | 5 | -10 | 0 | -4 | 5 | -1 | 26 | 0 | -19 | -6
O=C(Nc1cccc(Cl)c1)c1cccnn1 | -86 | -7 | 4 | -2 | -18 | -3 | -16 | -14 | 9 | -5 | -41
CCC(CO)Oc1cc(NC(=O)c2ccccc2F)c2ncn(C(C)C)c2c1 (stereo not drawn) | 13 | 0 | 1 | -2 | 7 | -12 | -3 | 20 | -2 | -16 | -5
COc1ccccc1N(CC(=O)NCCSCc1ccc(C)cc1)S(=O)(=O)c1ccccc1 | 7 | 3 | 8 | 2 | 18 | 7 | 18 | 0 | -7 | -9 | 40
CCc1noc(C)c1C(=O)N(CC)CC(=O)NCc1ccc(Cl)cc1 | -25 | -3 | 15 | 10 | 5 | -4 | -5 | -23 | -4 | -6 | 1
Cc1cccc(OCCOC(=O)c2ccc(F)c(S(=O)(=O)N3CCOCC3)c2)c1 | -10 | 5 | 0 | 2 | -78 | -1 | 7 | -20 | -2 | 5 | -1
NC(=NCCc1ccccc1)NS(=O)(=O)c1ccccc1 | 6 | 1 | 16 | 3 | 14 | -12 | 1 | -23 | 0 | -8 | -1
COc1cccc(N2CCN(CC(=O)Nc3nnc(-c4ccccc4)s3)CC2)c1 | 20 | 1 | 7 | 14 | 14 | -1 | 33 | 10 | nt | 4 | 29
COCCCNC(=O)C[C@@H]1C[C@@]2(C(=O)OC)CCCCC=C2N(Cc2ccc3c(c2)OCO3)C1=O | 4 | nt | -11 | nt | nt | nt | 6 | 6 | nt | 3 | nt
CCOC(=O)C1CCN(C(=O)C2CCN(c3nn4c(=O)cc(C)nc4s3)CC2)CC1 | -10 | 6 | -2 | 1 | 14 | -8 | -6 | -7 | 6 | 5 | -2
CCNC(=S)Nc1ccc(S(=O)(=O)Nc2cc(C)nc(C)n2)cc1 | 4 | 11 | 1 | -1 | 3 | -4 | -6 | -2 | 2 | -3 | 19
Cc1ccc2[nH]c(=O)c(CN(CC3CCCO3)C(=O)c3cccs3)cc2c1 (stereo not drawn) | -19 | -10 | -22 | -10 | -4 | 0 | -6 | -2 | -12 | 2 | -12
COc1ccc(-c2cc(C)no2)cc1S(=O)(=O)N1CCOc2ccc(C)cc21 | -15 | -13 | 10 | 0 | 2 | -11 | 4 | -15 | -1 | 3 | -4

Continued; the last 2 above are carried over.
SMILES | SRC2 inh | NCOA1 inh | C8 TRAIL sens | EBV LMP1 NFkB | NCOA3 inh | TLR9-MyD88 block | COUP-TFII inh | LRH-1 inv ag | Vif imaging | NOD2 RIPK2 PPI | TROY signal inh
Cc1ccc2[nH]c(=O)c(CN(CC3CCCO3)C(=O)c3cccs3)cc2c1 (stereo not drawn) | -19 | -10 | -22 | -10 | -4 | 0 | -6 | -2 | -12 | 2 | -12
COc1ccc(-c2cc(C)no2)cc1S(=O)(=O)N1CCOc2ccc(C)cc21 | -15 | -13 | 10 | 0 | 2 | -11 | 4 | -15 | -1 | 3 | -4
O=C(CC1OC(=O)c2ccccc21)NNC(=O)c1ccc(F)cc1 (stereo not drawn) | 14 | -3 | -15 | -1 | -5 | 3 | -40 | 1 | -4 | 0 | -11
CC(c1ccccc1)N1C(=O)C2C3C=CC(C4CC34)C2C1=O (stereo not drawn) | 11 | 5 | 21 | -1 | -6 | 12 | 5 | 10 | -4 | 0 | 13
CCOC(=O)C1=CN(Cc2cccc(F)c2)S(=O)(=O)N(CC)C1c1ccc2ccccc2c1 (stereo not drawn) | -5 | 12 | 9 | -13 | 0 | 0 | 14 | 0 | -6 | -15 | 12
CCOC(=O)c1ccc(NC(=O)NC2=NCCS2)cc1 | 1 | -88 | 30 | -19 | -83 | 3 | -74 | -51 | 32 | -13 | -56
COc1cccc(CNc2nc3cc(-c4ccsc4)sc3c(=O)n2C)c1OC | 24 | 25 | 20 | nt | -13 | nt | 66* | 29 | -8 | -2 | 40
Cc1ccc(-c2nnn(CC(=O)N(Cc3ccccc3)C(C(=O)NC(C)(C)C)c3ccncc3)n2)o1 (stereo not drawn) | nt | 7 | 8 | 5 | -19 | 6 | nt | 7 | 6 | -1 | 4
CN(C)c1ccc(/C=N/Nc2cccc(C(=O)O)c2)cc1 | -58 | -145 | 0 | 61* | -179 | -6 | -3 | -129 | 1 | 0 | -60
CNC(=O)C[C@H]1C(=O)N(CCc2ccccc2)C[C@@H]1C | 16 | -5 | -13 | 7 | 6 | -3 | 9 | 7 | -1 | -1 | 1
CCOc1ccccc1N1CCN(CC(=O)Nc2ccnn2C2CCCC2)CC1 | 21 | -2 | -6 | 8 | 9 | 2 | 19 | 5 | -29 | -1 | 17
COCC1CCCN(Cc2nc(-c3ccc4c(c3)OCO4)no2)C1 (stereo not drawn) | 1 | -71 | 4 | -13 | -29 | -4 | -8 | -58 | 4 | -8 | -25

These rows are one share of the data, so the mix of outcomes need not match the whole.
